# M5 antag = human M5 muscarinic receptor antagonists, primary screen, CHO cells, Fluo-8 calcium fluorescence; Muscarinic acetylcholine receptor M5 (Homo sapiens), P08912; CHO-hM5 cells, ACh EC80; AID 624040, 2012; 360,000 tested, 0.59% active; inhibition, % at 3 µM;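 active means inhibition above a per-plate cutoff, the mean of that plate's test compounds plus 3 SD, cut at about 27% in these data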;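 further: 0% = acetylcholine EC80 with DMSO and 100% = DMSO without agonist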
# Target sequence (P08912 whole entry, looked up): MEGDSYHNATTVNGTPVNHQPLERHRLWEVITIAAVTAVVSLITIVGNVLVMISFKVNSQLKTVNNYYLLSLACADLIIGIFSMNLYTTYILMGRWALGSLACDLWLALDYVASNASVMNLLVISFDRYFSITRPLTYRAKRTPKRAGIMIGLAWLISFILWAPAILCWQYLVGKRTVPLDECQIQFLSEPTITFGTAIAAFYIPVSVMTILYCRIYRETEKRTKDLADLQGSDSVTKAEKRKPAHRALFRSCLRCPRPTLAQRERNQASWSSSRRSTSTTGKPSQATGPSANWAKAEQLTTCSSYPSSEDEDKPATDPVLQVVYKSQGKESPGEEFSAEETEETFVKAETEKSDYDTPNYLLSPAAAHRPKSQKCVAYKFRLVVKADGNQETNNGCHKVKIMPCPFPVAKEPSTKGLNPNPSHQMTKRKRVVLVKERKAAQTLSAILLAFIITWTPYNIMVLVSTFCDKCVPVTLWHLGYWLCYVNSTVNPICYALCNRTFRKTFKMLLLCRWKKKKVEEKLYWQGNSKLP
# CHRM4 PAM = human M4 muscarinic receptor positive allosteric modulators, primary screen, CHO-K1 cells, Fluo-8 calcium fluorescence. Muscarinic acetylcholine receptor M4 (Homo sapiens), P08173. CHO-K1 hM4/Gqi5, ACh EC20; 0% = ACh EC20, 100% = maximal ACh. 360,000 tested, 0.4% active. activation, % at 3 µM;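 active means activation above its plate's cutoff, the mean activation of sample wells plus 3 SD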; further: some results filed as inactive read as strong as hits
# Target sequence (P08173 whole entry, looked up): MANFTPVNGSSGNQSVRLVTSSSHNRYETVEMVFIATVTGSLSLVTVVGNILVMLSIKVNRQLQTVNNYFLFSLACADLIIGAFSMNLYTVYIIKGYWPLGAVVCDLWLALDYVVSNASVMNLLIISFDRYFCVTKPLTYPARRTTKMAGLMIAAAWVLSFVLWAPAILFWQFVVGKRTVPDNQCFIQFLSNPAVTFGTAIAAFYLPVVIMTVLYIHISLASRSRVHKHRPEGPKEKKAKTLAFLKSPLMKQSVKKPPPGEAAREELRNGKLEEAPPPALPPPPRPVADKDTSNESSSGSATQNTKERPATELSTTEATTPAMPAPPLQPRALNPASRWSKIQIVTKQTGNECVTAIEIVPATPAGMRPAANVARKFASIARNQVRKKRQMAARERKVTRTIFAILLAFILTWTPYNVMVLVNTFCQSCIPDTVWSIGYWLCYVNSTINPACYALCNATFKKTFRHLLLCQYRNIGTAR
# M1 PAM parental = nonselective calcium activators in parental CHO-K1 cells, primary screen, counter-screen for M1 PAM project, cell-based, Fluo-8 calcium fluorescence, full deck, 1536-well; 360,000 tested, 0.02% active; ATP EC20; 0% at ATP EC20, 100% at ATP max; AID 602247, 2012; activation, % at 3 µM;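 active means activation above the run cutoff, the mean activation of all test compounds plus 3 SD, cut at about 40% in these data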;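 further: peak over basal fluorescence ratio in a 140 s read after ATP addition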
# CHRM4 antagonist = human M4 muscarinic receptor antagonists, primary screen, CHO cells, Fluo-8 calcium fluorescence; Muscarinic acetylcholine receptor M4 (Homo sapiens), P08173; CHO-hM4 cells, ACh EC80; inhibition, % at 3 µM; 360,000 tested, 0.73% active;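 active means inhibition above its plate's cutoff, the mean inhibition of sample wells plus 3 SD, cut at about 27% in these data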;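 further: 0% = acetylcholine EC80 with DMSO and 100% = DMSO without agonist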
# CHO-K1 Ca antag = counter-screen for M1 antagonists: effect in parental CHO-K1 cells. ATP-induced calcium, Fluo-8 fluorescence. inhibition, % at 3 µM. 360,000 tested, 0.6% active. AID 602250;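 active means inhibition above a per-plate cutoff, the plate's mean sample inhibition plus 3 SD, cut at about 24% in these data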;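 further: 0% = DMSO plus EC80 ATP and 100% = DMSO alone without ATP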
# M4 ag = human M4 muscarinic receptor agonists, primary screen, CHO-K1 cells, Fluo-8 calcium fluorescence | 360,000 tested, 0.14% active | CHO-K1 hM4/Gqi5; vehicle 0%, full acetylcholine response 100% | AID 624127, 2012 | activation, % at 3 µM;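 active means activation above the run mean over all test wells plus 3 SD, cut at about 32% in these data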;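 further: peak over basal fluorescence ratio per well then scaled between controls; 0% = DMSO wells and 100% = acetylcholine at EC100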
# M5 ag = human M5 muscarinic receptor agonists, primary screen, CHO-K1 cells, Fluo-8 calcium fluorescence; 360,000 tested, 0.19% active; activation, % at 3 µM; CHO-K1 hM5 cells; 0% DMSO wells, 100% maximal acetylcholine response; Muscarinic acetylcholine receptor M5 (Homo sapiens), P08912; AID 624037, 2012;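 active means activation above the run's mean over test compounds plus 3 SD, cut at about 23% in these data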;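 further: signal is peak over basal fluorescence ratio across the kinetic read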
# M5 PAM = human M5 muscarinic receptor positive allosteric modulators, primary screen, CHO-K1 cells, Fluo-8 calcium fluorescence; Muscarinic acetylcholine receptor M5 (Homo sapiens), P08912; CHO-K1 hM5, ACh EC20 PAM; 0% = ACh EC20, 100% = ACh EC100; activation, % at 3 µM; 360,000 tested, 0.3% active; AID 624038, 2012;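 active means activation above the run cutoff, the mean activation of all test compounds plus 3 SD, cut at about 18% in these data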
#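 Assay system: CHO-K1 hM5 cells / Incubation: Fluo-8 loading 80 min at 37 °C plus 30 min room temperature / Technique: Fluo-8 calcium dye fluorescence, kinetic read / Repeats: single replicate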
# CHO-K1 Ca ag = counter-screen for M1 agonists: effect in parental CHO-K1 cells | Fluo-8 calcium fluorescence; scaled to maximal ATP response, vehicle zero | activation, % at 3 µM | 360,000 tested, 0.48% active; in the data active means activation above about 15%;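 further: untransfected CHO-K1 host cells lacking M1 receptor as counterscreen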
# Starred values were filed as active, the others as inactive.
SMILES,M5 antag,CHRM4 PAM,M1 PAM parental,CHRM4 antagonist,CHO-K1 Ca antag,M4 ag,M5 ag,M5 PAM,CHO-K1 Ca ag
NCCCCCCNS(=O)(=O)c1cccc2c(Cl)cccc12,11,-3,4,0,-2,3,0,-10,0.3
CCN(CC)CC(O)COc1ccccc1C(=O)CCc1ccccc1 (centres undefined),2,-2,14,5,-11,5,-6,-7,1.9
CCOC(=O)c1c(-c2ccccc2)oc2ccc(OCC(O)CN(C)C)cc12 (centres undefined),0,-4,14,-12,-11,5,-7,-2,3.2
O=C1C=C(Nc2ccc(Cl)cc2)CC(c2ccc(Cl)cc2)C1 (centres undefined),-1,-7,-12,11,7,4,1,-8,1.0
O=C(CSc1nnc(-c2ccc3c(c2)OCO3)o1)Nc1c(F)cccc1F,-9,0,14,-4,-12,3,6,0,0.7
Cc1cccc(NNC(=O)C(=O)NNc2cccc(C)c2)c1,7,-4,16,7,-11,1,-1,-1,1.2
O=C(Nc1ccccc1Cl)N1CCN(c2ncccn2)CC1,0,1,11,3,1,1,0,0,0.3
C=CCNC(=O)N1CCCC(N2CCN(c3ccccc3OC)CC2)C1 (centres undefined),2,1,2,3,-6,0,0,-4,1.5
O=C(NCCN1CCCCC1)Nc1ccccc1F,17,-7,9,8,-7,0,-4,-2,1.1
O=C(Nc1cccnc1Cl)c1cccc(S(=O)(=O)N2CCOCC2)c1,2,0,8,5,0,1,-1,0,1.9
COc1ccc(NC(=O)CN(c2ccc(C)cc2)S(C)(=O)=O)c(OC)c1,-3,-3,21,2,-3,1,3,3,0.9
Cc1nc2ccccc2c(=O)n1CCc1ccccc1,5,-12,6,-5,4,10,-3,-10,2.7
O=C1NC(c2cccnc2)C(C(=O)c2cccs2)C(O)(C(F)(F)F)N1 (centres undefined),-8,13,14,-6,-1,0,0,8,0.3
c1ccc(Nc2nc(N3CCCCC3)nc(N3CCCCC3)n2)cc1,0,-4,-2,9,-4,-1,-2,5,-0.1
Cc1ccc(/C=C/C(=O)N2CCN(c3cccc(C(F)(F)F)c3)CC2)cc1,-7,-1,24,2,-9,1,0,3,0.8
CC(C)(C)OC(=O)C[C@H]1C/C=C\C[C@@H](CC(=O)N[C@H](CO)Cc2ccccc2)C(=O)N2CCC[C@H]2COC1=O,17,-6,9,-4,-13,13,1,-17,3.8
O=C(CCN1CCCCC1)c1ccc2c(c1)OCO2,-1,-4,12,5,-9,1,-3,-3,-0.1
COC(=O)c1ccc(CN2C(=O)C(Cc3ccccc3)ON=C2c2ncccc2C)o1 (centres undefined),1,2,-8,-12,6,7,3,-4,1.1
O=C(Oc1ccc(Cl)c2cccnc12)N1CCOCC1,-5,4,16,3,-4,0,-2,-1,-0.1
O=C1CCC/C1=c1\s/c(=C\c2cccnc2)c(=O)n1-c1ccccc1,4,1,13,-2,-4,2,1,-2,1.0
S=c1[nH]ncn2c1cc1oc3ccccc3c12,6,-7,-12,1,-9,0,2,-8,0.0
O=C(NCCCN1CCOCC1)C(=O)NCC1OCCN1S(=O)(=O)c1ccc(Br)cc1 (centres undefined),-2,1,2,-5,5,1,-5,7,0.0
O=C(O)CSc1nc2ccc(Br)cc2[nH]1,8,-1,-6,-6,-5,0,4,2,-0.1
Cn1c(=O)[nH]c(=O)c2c1nc(N1CCNCC1)n2CCOc1ccccc1,-4,7,-5,5,10,0,-1,-1,0.0
COc1cc(CNCCCN2CCOCC2)cc(Br)c1OCC(=O)N1CCCCC1,0,25,15,4,-5,2,-4,2,2.6

# Just CHRM4 PAM, for 3 of the compounds above:
SMILES	CHRM4 PAM
COC(=O)c1ccc(CN2C(=O)C(Cc3ccccc3)ON=C2c2ncccc2C)o1 (centres undefined)	2
O=C(Oc1ccc(Cl)c2cccnc12)N1CCOCC1	4
O=C1CCC/C1=c1\s/c(=C\c2cccnc2)c(=O)n1-c1ccccc1	1

# An excerpt of these results, as tab-separated lines:
compound	M5 antag	CHRM4 PAM	M1 PAM parental	CHRM4 antagonist	CHO-K1 Ca antag	M4 ag	M5 ag	M5 PAM	CHO-K1 Ca ag
O=C(Oc1ccc(Cl)c2cccnc12)N1CCOCC1	-5	4	16	3	-4	0	-2	-1	-0.1
Cc1ccc(/C=C/C(=O)N2CCN(c3cccc(C(F)(F)F)c3)CC2)cc1	-7	-1	24	2	-9	1	0	3	0.8
CC(C)(C)OC(=O)C[C@H]1C/C=C\C[C@@H](CC(=O)N[C@H](CO)Cc2ccccc2)C(=O)N2CCC[C@H]2COC1=O	17	-6	9	-4	-13	13	1	-17	3.8
O=C1CCC/C1=c1\s/c(=C\c2cccnc2)c(=O)n1-c1ccccc1	4	1	13	-2	-4	2	1	-2	1.0

# The results go on.
SMILES,M5 antag,CHRM4 PAM,M1 PAM parental,CHRM4 antagonist,CHO-K1 Ca antag,M4 ag,M5 ag,M5 PAM,CHO-K1 Ca ag
CC(=O)c1ccc(N2C(=O)[C@@H]3C(CCC(N)=O)NC4(C(=O)Nc5c4ccc(Cl)c5C)[C@@H]3C2=O)cc1 (some centres undefined),2,-6,23,11,-13,0,-1,4,0.9
OCC1CCCCN1C(=S)Nc1cccc(Cl)c1 (centres undefined),0,-2,-2,-1,-9,0,3,3,0.4
CCOc1ccc(NS(=O)(=O)c2ccc(OCC(=O)NCc3ccncc3)cc2)cc1,16,5,8,3,-17,1,-2,-6,1.0
c1ccc(-c2cc3cc4c(cc3cn2)OCO4)cc1,12,2,5,-4,-18,3,2,-3,2.0
COc1cccc(CN(C(=O)COc2ccc(C)cc2)C2CCS(=O)(=O)C2)c1 (centres undefined),-12,8,18,-2,-17,0,1,8,1.9
CC1(C(=O)NS(=O)(=O)c2cccc(C#N)c2)CCN1C(=O)CC1CCCCC1 (centres undefined),4,0,1,-4,-2,0,1,1,0.3
COC(=O)C1=C(CN2CCSCC2)NC(=O)NC1c1cc(C)ccc1C (centres undefined),0,3,12,3,-2,1,1,5,0.3
COc1ccc(CCN2CCC(CN3C(=S)NC[C@@H]3CC(C)C)CC2)cc1OC,-1,-13,12,20,-11,0,-4,1,2.4
O=C(Nc1ccc2c(c1)CCC2)c1cc(F)cc(F)c1,-5,13,10,-8,-4,0,-6,6,-1.4
N#Cc1ccccc1NC(=O)c1cccc(COc2ccc(Cl)cc2Cl)c1,12,6,12,1,-10,1,-2,-12,0.1
COc1c(C)cccc1C(=O)Nc1ccc(OCC(=O)N2CCOCC2)cc1C,-1,2,18,6,-19,2,-4,2,3.0
Cc1ccc(-c2ccc(CN3C(C(C)C)C(=O)N(Cc4cn(Cc5ccco5)nn4)CCS3(=O)=O)cc2)cc1 (centres undefined),5,0,-4,0,19,1,0,0,0.6
CN(CC(=O)Nc1ccc(Cl)c(Cl)c1)C(=O)CN1C(=O)NC2(CCCC2)C1=O,13,2,0,-2,6,1,2,0,0.7
COC(=O)c1cc(=O)nc(NNC(C)=O)s1,5,11,12,5,-3,1,1,0,0.0
COC(=O)Cn1c(CN(Cc2ccccc2)Cc2ccccc2)nc2c1c(=O)[nH]c(=O)n2C,8,10,9,0,-12,2,1,0,0.7
COc1ccc(/C=N/N=C2/NC(=O)C(CC(=O)NC(N)=O)S2)cc1 (centres undefined),4,5,7,-6,-2,2,0,3,0.3
CCCOc1ccc(C2NC(=O)CCC2[N+](=O)[O-])cc1 (centres undefined),3,2,14,-1,-1,2,0,1,0.0
O=C1[C@@H]2Cc3c([nH]c4ccccc34)C(c3cccc(Br)c3)N2C(=O)CN1C1CCN(Cc2ccccc2)CC1 (some centres undefined),4,-5,1,-11,-3,6,-3,-1,1.3
O=C(NCc1ccco1)c1cccs1,-2,18,15,0,-7,1,-3,2,0.3
COc1ccc(C(CCNCc2ccc(OC(C)C)cc2)C(C)C)cc1 (centres undefined),13,-19,-13,23,12,27,-2,-23,9.4
CCCCn1c(CN2CCN(c3ccccc3)CC2)nc2c1c(=O)n(C)c(=O)n2C,9,-1,0,0,-4,0,1,-6,-0.2
CCOc1cc2[nH]c(=S)n(CC3CCCN3CC)c(=O)c2cc1OCC (centres undefined),-7,12,11,-14,-4,1,-6,5,-0.9
Cc1nnc(SCC(=O)NCc2cccs2)[nH]c1=O,-6,20,-12,0,4,1,1,4,0.0
O=C(C1CCCN(S(=O)(=O)c2ccc(Br)cc2)C1)N1CCOCC1 (centres undefined),7,0,-1,4,3,3,1,1,2.1
Fc1cccc(NC(=S)N2CCN(c3ccccn3)CC2)c1,7,-2,10,-5,-8,3,0,-1,3.0
# Going on with the list.
SMILES,M5 antag,CHRM4 PAM,M1 PAM parental,CHRM4 antagonist,CHO-K1 Ca antag,M4 ag,M5 ag,M5 PAM,CHO-K1 Ca ag
Cc1cc(C)n2nc(C(=O)OCC(=O)Nc3ccc(C)c(S(=O)(=O)N4CCOCC4)c3)nc2n1,12,6,2,-7,9,0,-1,7,0.1
COc1ccc(C(C)=O)cc1CSc1nnc(C)n1-c1ccccc1,-1,5,23,0,-10,1,-2,2,0.1
O=C(CN1C(=O)S/C(=C\c2ccc(C(=O)O)cc2)C1=O)Nc1ccccc1,5,1,-19,4,11,0,1,-1,0.0
CCOC(=O)c1ccc(-c2ccc(/C=N/NC(=O)Cc3nnc(N)s3)o2)cc1,-5,-6,-15,-13,-3,1,9,6,-0.2
CCOC(=O)/C(=C\c1ccccc1)C(=O)CCN1CCOCC1,-1,7,10,-10,1,0,2,13,10
Clc1ccc(NC2=NCCC2)cc1Cl,3,1,25,-3,-5,2,-8,3,1.0
C=CCn1c(=S)[nH]c2cc(-c3ccccc3)sc2c1=O,5,-2,20,4,-13,0,-3,2,1.6
O=C(Nc1ccnn1C1CCN(Cc2ccn[nH]2)CC1)c1ccccc1,0,2,-4,-5,-3,3,-4,3,0.7
O=C(N/N=C/c1cccs1)C(O)c1ccccc1 (centres undefined),3,-3,6,-3,-9,0,5,2,0.4
CCOC(=O)C1CCN(c2c(NCCN3CCCCC3C)c(=O)c2=O)CC1 (centres undefined),2,-9,1,3,7,0,-1,-3,-0.1
COc1ccccc1NC(=O)C[n+]1ccccc1C,14,-9,3,19,3,0,-15,-6,-0.1
COc1ccccc1OCC(=O)Nc1nc2c(s1)CCCC2,2,-4,12,-8,-13,3,-1,2,1.2
Cc1cccc(C)c1-n1nnnc1C1c2ccccc2C(=O)N1C1CC1 (centres undefined),-4,5,5,-6,-9,2,1,1,0.5
Cc1cc(=O)oc2c1ccc1ccccc12,9,-8,-1,3,-1,1,-1,-3,0.3
COc1cccc(C2CC(c3ccccc3)Nc3nc(N)nn32)c1 (centres undefined),2,1,16,1,3,0,3,0,0.1
CCOC(=O)C(C#N)=CN1CCN(C(=O)CCCl)c2ccccc21,10,2,12,-6,-16,0,2,7,0.9
CC(C)NC(=O)Nc1ccc2c(c1)C(=O)N([C@H](C)CO)C[C@@H](C)[C@@H](CN(C)C(=O)NC1CCCCC1)O2,-1,3,2,3,-7,1,3,0,0.4
Cc1ccc(C(=O)NCCCNC(=O)c2ccc(Cl)cc2)cn1,5,1,6,-4,-8,1,0,0,0.5
O=C(COC(=O)CCC1CCCC1)Nc1ccccc1OC(F)F,6,22*,-7,3,-5,4,-2,4,0.1
Cc1ccccc1C(=O)NC(NC(=O)c1ccccc1C)c1cccc([N+](=O)[O-])c1,-2,-1,0,3,1,4,3,-3,2.9
